Screening results as filed in PubChem BioAssay.
FUS yeast rescue – FUS proteinopathy suppression in yeast. S. cerevisiae FUS-expressing, growth rescue, OD600, 24 h. Potency, µM (doses to about 76.6 µM), without a hit: at the top dose growth rescue (activation), hits mostly activators. hit rate 0.24% among 390,000. AID 1347120;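 note: potency is the fitted concentration of half-maximal effect; plate controls were DMSO vehicle for no effect and reference control for full effect; nearly all actives have a fitted effect of over 55% in size; some results filed as inactive show a strong effect at the top dose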
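Steps: raffinose overnight preculture; dilution to OD 0.005 in 2% galactose minimal medium; compound addition (concentration series); 24hr at 30C, 99% humidity; absorbance read at 600 nm.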
EPAC1 ag – EPAC1 (human) agonism. hit rate 0.073% among 360,000. O95398. Potency, µM (doses to about 154 µM), for inactives: at the top dose activation, most hits filed as activators. AID 720707. EPAC1 agonist qHTS, biochemical assay; response scale: 100% = response to 6.5 mM cAMP; note: potency is the fitted concentration of half-maximal effect; nearly all actives have a fitted effect of over 60% in size
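Multi-concentration qHTS readout: loss of Rap1B-bound BODIPY-GDP fluorescence driven by 100 nM EPAC1 with excess GDP (50 uM), monitored kinetically at room temperature; agonist response expressed relative to 6.5 mM cAMP.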
Abeta yeast res – compounds reversing amyloid beta toxicity in yeast; yeast expressing A-beta42, growth rescue, OD600, 48 h; response scale: 0% DMSO, 100% iron-clioquinol control; Potency, µM (top dose mostly 46.1 µM), for the others: at the top dose growth rescue, usual class: activators; hit rate 0.063% among 410,000; note: potency is the fitted concentration of half-maximal effect; nearly all actives have a fitted effect of over 55% in size
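Yeast A-beta toxicity model in growth medium with pinned compounds, 48 h at 30 C; growth read as absorbance at 600 nm. Normalized to FeCl3/clioquinol equimolar mix (positive) and DMSO (negative).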
aSyn yeast inh – inhibitors of alpha-synuclein toxicity in yeast | Yeast expressing alpha-synuclein, growth rescue, BacTiter-Glo, 24 h | Potency, µM (highest dose often 46.1 µM), for inactives: at the top dose growth rescue (activation), most hits filed as activators | hit rate 0.14% among 370,000 | AID 652106; note: potency is the fitted concentration of half-maximal effect; % of control where 0% means no effect; nearly all actives have a fitted effect of over 65% in size
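Rescue of yeast growth: cells expressing toxic alpha-synuclein, induced in galactose at OD600 0.02, incubated with compound 24 h at 30 C. ATP luminescence quantified growth; inhibitors of toxicity appear as activators.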
IL2 activator – activates IL-2 in a cell-based reporter assay; IL-2 activation reporter assay, cell-based qHTS; stimulated with anti-CD3/CD4/CD28 beads; in transgenic mouse T cells; activation, % (series mostly up to about 46 µM); hit rate 0.065% among 360,000; AID 652025; in the data active = activation above about 50%; inconclusive = mostly about 30% to 49%; note: 0% is about no effect
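Unstimulated transgenic mouse T cells preincubated 60 min with compound, then stimulated with anti-CD3/anti-CD4-coated beads plus anti-CD28 for 18 h at 37 degrees C. IL-2 response read as EGFP and DsRed fluorescence by plate cytometry.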
PLK1 PBD inh – PLK1 (human) polo-box domain binding inhibition; Plk1 PBD binding of FITC phosphopeptide, fluorescence polarization; Potency, µM, without a hit: max response, negative = inhibition, hits mostly inhibitors; hit rate 2.8% among 360,000; AID 720504; note: potency is the fitted concentration of half-maximal effect; series mostly up to about 57 µM; % is set by controls: 0 for no effect and ±100 for the full control effect; nearly all actives have a fitted effect of over 65% in size
Target sequence (P53350 whole entry, looked up, the tested form may be a part): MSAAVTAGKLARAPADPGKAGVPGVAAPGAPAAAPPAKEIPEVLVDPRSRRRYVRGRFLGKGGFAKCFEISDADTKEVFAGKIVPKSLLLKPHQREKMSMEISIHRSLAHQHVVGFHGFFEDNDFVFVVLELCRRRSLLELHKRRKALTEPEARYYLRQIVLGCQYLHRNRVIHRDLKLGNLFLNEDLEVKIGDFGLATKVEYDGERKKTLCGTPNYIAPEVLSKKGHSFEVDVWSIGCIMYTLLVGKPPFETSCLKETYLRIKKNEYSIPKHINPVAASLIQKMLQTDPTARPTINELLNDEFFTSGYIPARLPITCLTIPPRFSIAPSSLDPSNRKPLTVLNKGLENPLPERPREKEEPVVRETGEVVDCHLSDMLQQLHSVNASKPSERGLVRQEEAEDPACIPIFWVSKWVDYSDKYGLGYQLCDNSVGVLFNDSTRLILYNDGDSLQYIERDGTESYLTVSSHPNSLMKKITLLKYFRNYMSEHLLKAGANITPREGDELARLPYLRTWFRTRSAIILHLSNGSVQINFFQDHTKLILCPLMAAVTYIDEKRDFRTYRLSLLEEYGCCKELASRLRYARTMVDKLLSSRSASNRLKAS
EPAC1 antagonist – EPAC1 (human) antagonism; EPAC1 GEF assay, Rap1b-BODIPY-GDP exchange fluorescence; Potency, µM (series often up to 115 µM), without a hit: top-dose activity change, negative = inhibition, most hits filed as inhibitors; hit rate 0.14% among 360,000;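 note: potency is the fitted concentration of half-maximal effect; plate controls were vehicle for no effect and positive control for full effect; nearly all actives have a fitted effect of over 50% in size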
WRN inhibitor – WRN helicase (human) inhibition | WRN helicase unwinding, fluorescent forked duplex, kinetic | hit rate 0.46% among 360,000 | AID 651768 | Q14191 | Potency, µM (top dose mostly 114 µM), inactives show at the top dose activity change, negative = inhibition, hits mostly inhibitors; note: potency is the fitted concentration of half-maximal effect; % is set by controls: 0 for no effect and ±100 for the full control effect; nearly all actives have a fitted effect of over 55% in size
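Primary qHTS, 1536-well format. 20 nM WRN + compound, 15 min RT; start with 100 nM forked fluorophore/quencher duplex, 2 mM ATP (final); kinetic read ex 525/em 598 nm.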
PI5P4Ka inh – inhibitors of human PI5P4K alpha; max response, %; PI5P4Kalpha enzyme, ADP-Glo luminescence, 60 min; hits give low values; P48426; hit rate 1.2% among 330,000; active = max response of -50% or lower; inconclusive = between -30% and -50%; inactive = -30% or higher; note: value at the top dose of about 77 µM; % is set by controls: 0 for no effect and ±100 for the full control effect
Target sequence (P48426 whole entry, looked up): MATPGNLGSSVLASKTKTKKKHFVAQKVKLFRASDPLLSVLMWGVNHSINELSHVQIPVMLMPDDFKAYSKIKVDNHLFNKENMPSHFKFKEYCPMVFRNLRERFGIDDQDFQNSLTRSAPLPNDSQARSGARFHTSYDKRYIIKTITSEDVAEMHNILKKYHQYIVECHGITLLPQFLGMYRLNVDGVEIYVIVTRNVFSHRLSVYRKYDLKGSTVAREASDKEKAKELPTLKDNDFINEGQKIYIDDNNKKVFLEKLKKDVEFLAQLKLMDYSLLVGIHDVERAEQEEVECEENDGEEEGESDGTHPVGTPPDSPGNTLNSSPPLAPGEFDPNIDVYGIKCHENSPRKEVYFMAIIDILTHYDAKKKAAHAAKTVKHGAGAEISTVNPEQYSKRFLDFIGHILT
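Reactions run in 0.038 M HEPES pH 7.4, 0.28 mM EGTA, 0.1% CHAPS and 5% DMSO, with PI5P4Kalpha, substrate, compound and 5 microM ATP final, one hour at room temperature. Readout is ADP-Glo luminescence.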
The depositor's hits bear a star; ? = inconclusive; / = not tested or not shown; & = joins results of further samples; [ ] = remark or other dose. Unless noted, calls come from the whole dose curve; as a rule, active = well fitted curve in the direction sought with a large enough effect; inconclusive = small, poorly fitted or top-dose-only effect, or another doubt; inactive = no such curve, though single readings can be large; an effect the other way counts as inactive or inconclusive.

SMILES	FUS yeast rescue	EPAC1 ag	Abeta yeast res	aSyn yeast inh	IL2 activator	PLK1 PBD inh	EPAC1 antagonist	WRN inhibitor	PI5P4Ka inh
COc1ccccc1CNC(=O)COC(=O)C1CC1	-11%	5%	-7%	-9%	1.9	-10%	-32%	1%	-1
CCc1ccc(C2=NN(c3ccc(S(N)(=O)=O)cc3)C(c3ccc(F)cc3)C2)cc1 (configuration not stated)	/	5%	?	14%	-6.7	1%	-5%	-23%	-7
Cc1ccc(S(=O)(=O)N2CCC(=O)N(C(COCc3ccc(Cl)c(Cl)c3)Cc3ccccc3)CC2)cc1 (configuration not stated)	3%	1%	-5%	2%	-0.7	-14%	-5%	7%	0
CC1(c2nnc(-c3cccc(Cl)c3)o2)CC(c2ccccc2F)=NO1 (configuration not stated)	18%	2%	-7%	?	-3.0	-12%	18%	-9%	8
O=[N+]([O-])c1ccc(/C=N/Nc2nc(N3CCCC3)nc(N3CCCC3)n2)o1	?	5%	-30%	?	2.2	-14%	-17%	-12%	/
CCOC(=O)CN1NC2(CCCC(C)C2)NC1=S (configuration not stated)	34%	8%	-2%	-4%	-0.6	-3%	7%	7%	/
C=CCn1c(SCC(=O)N2CCOCC2)nc2sc(CC)cc2c1=O	/	11%	-5%	2%	-4.7	-13%	-16%	1%	3
COc1cc2cc(C(=O)NC(C)c3cccc4ccccc34)c(N)nc2cc1OC (configuration not stated)	42%	8%	-4%	2%	-1.2	-4%	-18%	-18%	-1
CCCNC(=O)C1(C)CCCN(Cc2noc(-c3c(C)noc3C)n2)C1 (configuration not stated)	-11%	-4%	2%	0%	0.1	-2%	10%	-8%	-2
Cc1nn(-c2ccccc2)c2c1cc1c(=O)n(C)c(=O)nc-1n2-c1ccccc1F	13%	2%	7%	3%	0.7	-3%	6%	4%	3
COc1cc(-c2nnc(COC(=O)c3cc(C)nc4ccc(C)cc34)o2)cc(OC)c1OC	7%	0%	-4%	1%	1.1	-2%	5%	-9%	-14
Cc1ccccc1CSCCNC(=O)c1ccc(Cl)c(S(=O)(=O)N2CCOCC2)c1	32%	27%	25%	5%	0.4	-6%	0%	-8%	2
COC(=O)CCNC(=O)c1ccc2nc(Cc3ccc(OC)c(OC)c3)oc2c1	-8%	4%	4%	-2%	-0.1	-8%	7%	7%	1
Cc1ccc(-c2ccc(=O)n(Cc3cccc(Br)c3)n2)cc1	?	13%	-16%	22µM*	-0.6	0%	-21%	-9%	23
CCCn1c(SCC(=O)NC2CCC(C)CC2)n[nH]c1=O (configuration not stated)	-4%	8%	6%	5%	0.1	6%	0%	-5%	0
CCOC(=O)c1ccc(N[C@@H]2CCN3C(=O)c4ccccc4[C@@H]3C[C@H]2O)cc1	20%	-1%	2%	0%	0.8	-9%	-12%	-8%	-1
O=c1cc(-c2ccc3c(c2)OCO3)oc2ccccc12	-10%	-3%	5%	2%	-0.2	-1%	1%	-3%	/
Cc1cccc(C)c1NC(=O)CN(C)C(C)C(=O)Nc1ccccc1-c1ccccc1 (configuration not stated)	15%	0%	9%	-6%	0.2	0%	-6%	-13%	0
O=C(/C=C/c1ccc(Cl)cc1Cl)Nc1ccc(CN2CCOCC2)cc1	6%	6%	-29%	5%	0.1	-1%	-1%	-4%	-1
COCCN(C(=O)CNC(=O)c1ccco1)C(C(=O)NC1CCCC1)c1ccc(F)cc1 (configuration not stated)	-11%	6%	5%	4%	-0.3	-12%	-16%	1%	1
CC(=O)c1ccc(N(C(=O)CNC(=O)c2cccs2)C(C(=O)NCC2CCCO2)c2ccccc2)cc1 (configuration not stated)	12%	2%	-2%	1%	0.7	0%	6%	-1%	0
CC(C)[C@H](NS(=O)(=O)c1ccccc1)C(=O)OCC(=O)Nc1ccc2c(c1)OCO2	10%	3%	14%	4%	-0.5	-1%	-3%	-8%	-7
CCC1CCCCN1Cc1nc2c(c(=O)n(C)c(=O)n2C)n1Cc1cccc2ccccc12 (configuration not stated)	-5%	-2%	0%	-4%	1.8	3%	14%	2%	2
COC(=O)C(=Nc1ccccc1)/C(C(=O)C(=O)N(C)c1ccccc1)=C(\O)c1ccc(Cl)cc1	31%	14%	19%	7%	0.0	-14%	-2%	-13%	2
COc1cc(C(=O)NCCCc2nc3ccccc3n2Cc2cc(C)ccc2C)cc(OC)c1OC	21%	-17%	9%	3%	-1.9	5%	-16%	-7%	1

Single values from the entries so far:
Result of Cc1ccc(-c2ccc(=O)n(Cc3cccc(Br)c3)n2)cc1 in Abeta yeast res: -16%
Result of Cc1nn(-c2ccccc2)c2c1cc1c(=O)n(C)c(=O)nc-1n2-c1ccccc1F in Abeta yeast res: 7%

Three records picked at random from those above:
SMILES	FUS yeast rescue	EPAC1 ag	Abeta yeast res	aSyn yeast inh	IL2 activator	PLK1 PBD inh	EPAC1 antagonist	WRN inhibitor	PI5P4Ka inh
CCCNC(=O)C1(C)CCCN(Cc2noc(-c3c(C)noc3C)n2)C1 (configuration not stated)	-11%	-4%	2%	0%	0.1	-2%	10%	-8%	-2
Cc1ccccc1CSCCNC(=O)c1ccc(Cl)c(S(=O)(=O)N2CCOCC2)c1	32%	27%	25%	5%	0.4	-6%	0%	-8%	2
Cc1nn(-c2ccccc2)c2c1cc1c(=O)n(C)c(=O)nc-1n2-c1ccccc1F	13%	2%	7%	3%	0.7	-3%	6%	4%	3

Continuation.
SMILES	FUS yeast rescue	EPAC1 ag	Abeta yeast res	aSyn yeast inh	IL2 activator	PLK1 PBD inh	EPAC1 antagonist	WRN inhibitor	PI5P4Ka inh
O=C(c1c(F)cccc1F)N(Cc1ccccc1)Cc1ccccc1	1%	5%	-12%	1%	-1.7	2%	-8%	-15%	2
O=C(C1CCC1)N1CCN(c2ccnc3cc(Cl)ccc23)CC1	-5%	5%	5%	2%	2.3	6%	-15%	-3%	0
Cn1nc(-c2ccccc2)cc1NS(=O)(=O)c1ccc(C#N)cc1	11%	-6%	-18%	1%	0.8	3%	-6%	-10%	-5
COC(=O)[C@@H](NC(=O)NCc1cccs1)C(C)C	23%	-1%	-9%	-1%	-3.2	-13%	-4%	-10%	/
C=CCn1c(SCC(=O)c2ccc(O)c(O)c2)nnc1-c1ccc(OC)cc1	23%	-12%	0%	1%	-0.4	-18%	-19%	28µM*	-51*
Cc1c(C(=O)NCc2ccco2)sc2nc(-c3ccccc3)cn12	-2%	-8%	-6%	-1%	-0.5	-7%	-7%	1%	3
CC(C)(C)SCCNC(=O)CN1C(=O)c2cccc3cccc1c23	28%	-7%	2%	16%	-2.4	-2%	-3%	8%	1
Cc1sc2nc(SCC(=O)NCc3ccco3)n(C)c(=O)c2c1C	17%	0%	15%	1%	0.4	-3%	0%	-8%[57.1 µM]	-1
COc1ccc(NC(=O)Cn2nnc(-c3ccccc3)c2COc2ccc3ccccc3c2)cn1	4%	-3%	-4%	-1%	0.1	6%	-1%	-15%	10
CCn1ncc(NC(=S)Nc2ccc(OC)c(OC)c2)c1C(N)=O	13%	-1%	-14%	-2%	0.4	-25%	1%	-6%	1
Cc1c(C(=O)N/N=C/c2ccc(Cl)cc2)[nH]c2ccc(Cl)cc12	-27%	-9%	-13%	-9%	-2.8	0%	-14%	2%	-4
COc1ccc(NC(=O)CCCN2C(=O)C(c3ccccc3)Oc3cccnc32)cc1 (configuration not stated)	7%	4%	-5%	0%	-1.2	-8%	-2%	1%	2
c1ccc(Cc2nc3ccccc3o2)cc1	2%	-4%	14%	4%	-1.1	0%	7%	0%	/
COc1ccc(S(=O)(=O)Nc2ccccc2C(=O)NCc2ccco2)cc1	1%	2%	-13%	-11%	0.5	11µM*	1%	-9%	-20
CC(=O)Nc1cccc(-c2nc3ccccc3[nH]2)c1	21%	1%	-9%	-5%	0.3	-1%	-3%	0%	9
Cc1ccc(CN2CC(C(=O)O)CC2=O)cc1 (configuration not stated)	?	-3%	1%	/	-0.8	-16%	-9%	4%	0
COc1ccc(/C(O)=C2/C(=O)C(=O)N(CCCN3CCOCC3)C2c2ccc(N(C)C)cc2)cc1 (configuration not stated)	-6%	3%	-5%	-4%	0.9	-14%	-10%	7%	-2
CC(=O)Nc1ccc(OC(F)(F)C(F)F)c(NC(C)=O)c1	-16%	11%	-1%	-3%	-1.2	-10%	4%	-7%	/
Cn1c2ccccc2c(=O)c2c(=O)n(Cc3ccccc3)c(-c3ccc(F)cc3)nc21	19%	-6%	-20%	1%	0.5	-13%	13%	-24%	9
Cn1c(=O)c2c(ncn2CC(=O)N/N=C/C(Br)=C/c2ccccc2)n(C)c1=O	/	2%	-16%	3%	1.1	3%	9%	-3%	-6
CC1(C(=O)O)CCCN1C(=O)c1ccco1 (configuration not stated)	-19%	1%	21%	-2%	0.6	0%	-15%	2%	-2
c1ccc(Cn2c(-c3ccccc3)nc3nc4ccccc4nc32)cc1	-8%	-10%	9%	2%	-0.2	0%	15%	-4%	0
CC(Sc1ccc2c(c1)OCCO2)C(=O)Nc1ncc(Cl)cc1Cl (configuration not stated)	0%	3%	10%	-18%	0.6	?	-8%	-14%	14
CNC(=S)N1N=C(c2ccc(C)cc2)CC1c1ccc(N(C)C)cc1 (configuration not stated)	36%	21%	?	14%	2.9	-9%	-3%	0%	3
COc1ccccc1CCNC(=O)CSc1nnc2ccc(-c3cccnc3)nn12	-8%	-6%	8%	0%	2.0	-11%	-21%	8%	0
COc1cccc(NC(=O)c2cc(-c3ccncc3)nc3c(C)cc(C)cc23)c1	12%	6%	9%	0%	-2.8	-7%	-16%	-26%	-7
Cc1ccc(CNC(=O)C(NS(=O)(=O)c2cccs2)C(C)C)cc1 (configuration not stated)	-4%&3%	4%	-3%&8%	-9%	-1.1	?	8%	-2%	/
CCOC(=O)c1ccc(NC(=O)CN(Cc2ccc(Cl)cc2)S(C)(=O)=O)cc1	?	20%	2%	5%	-3.6	-5%	-20%	-13%	/
COc1ccc(NC(=O)c2nn(C)cc2[N+](=O)[O-])cc1	-27%	9%	-95%[inhibitor]	0%	-0.1	-4%	8%	-10%	7
